Screening results (PubChem)
G6PDH CS = counter-screen for G6PDH assay hits: L. mesenteroides G6PDH inhibition; Purified L. mesenteroides G6PDH, diaphorase/resazurin coupled fluorescence, 45 min; AID 1020; inhibition, % at 5 µM; hit rate 0.12% among 200,000; in the data active = inhibition above about 50%
PPARg SRC1 recr = promotes SRC-1 coactivator recruitment by human PPARgamma | P37231 | PPARgamma-SRC-1 coactivator recruitment biochemical assay | activation, % at 8 µM | hit rate 0.41% among 200,000 | AID 631; in the data active = activation above about 19%;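 also: 0% = DMSO and 100% = reference agonist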
PPARg SRC3 recr = PPARgamma-driven SRC-3 recruitment agonism. biochemical PPARgamma/SRC-3 coactivator recruitment assay. P37231. activation, % at 8 µM. hit rate 0.26% among 200,000; in the data active = activation above about 23%;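 also: 0% = DMSO and 100% = reference agonist; some compounds past the cut are filed as inactive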
Diaph inh CS = diaphorase inhibition or chemical oxidation counter-screen; diaphorase resazurin-to-resorufin fluorescence, NADH, 16 min; bacterial (C. kluyveri) enzyme, not human; inhibition, % at 20 µM; hit rate 0.69% among 190,000;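 active = primary screen inhibition at 20 µM above a set limit, cut at about 50% in these data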;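 also: plate controls were DMSO with full reaction for no effect and wells lacking NADH for full effect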
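Test system: Clostridium kluyveri diaphorase enzyme / Quantity: diaphorase at 0.14 U/mL in enzyme working solution / Incubation: 16-min room-temperature incubation before reading / Benchmarks: NADH-free wells as positive control, DMSO-only neutral wells / Signal: resorufin fluorescence 544/590 nm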
PMI activator = increases human mannose-6-phosphate isomerase activity; P34949; purified human PMI, coupled resazurin fluorescence, 20 min; stronger effect = higher value; 1 = vehicle control, 0 substrate-free wells; AID 1214; hit rate 0.005% among 190,000; activation factor at 20 µM;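 active = activation factor of 2 or more at 20 µM, relative to plate controls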
Target sequence (P34949 whole entry, looked up): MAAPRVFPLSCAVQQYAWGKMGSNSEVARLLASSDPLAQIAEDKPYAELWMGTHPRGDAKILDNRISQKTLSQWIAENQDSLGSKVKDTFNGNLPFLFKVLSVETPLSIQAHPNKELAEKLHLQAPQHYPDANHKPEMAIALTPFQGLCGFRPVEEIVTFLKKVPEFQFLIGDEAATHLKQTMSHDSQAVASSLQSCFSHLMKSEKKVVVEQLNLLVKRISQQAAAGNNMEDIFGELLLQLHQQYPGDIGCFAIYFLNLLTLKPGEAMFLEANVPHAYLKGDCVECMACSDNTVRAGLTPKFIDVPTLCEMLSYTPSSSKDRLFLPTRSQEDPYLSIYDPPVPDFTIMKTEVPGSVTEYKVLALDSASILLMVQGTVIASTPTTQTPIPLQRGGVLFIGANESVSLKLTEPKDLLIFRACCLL
TR-FRET SRC-2 ct = flags TR-FRET format artefacts in PPARgamma SRC-2 recruitment agonist screen. AID 1049. hit rate 0.4% among 200,000. TR-FRET ratio at 8 µM. TR-FRET artefact counter-screen; stronger effect = higher value; in the data active = TR-FRET ratio above about 2000; also: inactives centre near 1500
PMI act satM6P = activators of human phosphomannose isomerase at near-saturating mannose 6-phosphate | P34949 | coupled PMI enzyme assay, resazurin fluorescence, 20 min; stronger effect = higher value; 1 = untreated enzyme, 0 = substrate-free blank | activation factor at 20 µM | hit rate 0.34% among 190,000 | AID 1216;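 active = activation factor of 2 or more at 20 µM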
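Test system: human phosphomannose isomerase with PGI, G6PDH, diaphorase coupling enzymes; Amount: PMI at 15 ng/mL final; Reagent: Mannose-6-phosphate 1.0 mM (near-saturating) plus 0.22 mM NADP+; Timing: 20 min, room temperature; Technique: resorufin fluorescence at Ex 544/Em 590 nm; Dosing: 20 µM single dose.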
PPARg SRC2 recr = promotes SRC-2 coactivator recruitment by human PPARgamma | P37231 | PPARgamma LBD-SRC-2 recruitment, biochemical | activation, % at 8 µM | hit rate 0.34% among 200,000; in the data active = activation above about 22%;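 also: 0% = vehicle and 100% = reference agonist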
Diaph act CS = counter-screen for diaphorase-based assays: diaphorase activators and chemical reducers; Diaphorase/resazurin coupled assay, resorufin fluorescence, 16 min; stronger effect = higher value; 1 = vehicle wells, 0 = NADH-free wells; hit rate 0.005% among 190,000; activation factor at 20 µM; AID 1229;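 active = diaphorase activity raised at least twofold by the compound at 20 µM; inactive = activation factor below 2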
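Material: purified diaphorase enzyme from Clostridium kluyveri / Medium: HEPES pH 7.4 buffer with MgCl2 and Tween 20 / Schedule: enzyme reaction of 16 min at room temperature / Measured by: resorufin fluorescence, excitation 544 nm, emission 590 nm / Evaluation: rise in resorufin formation, marking diaphorase activation or chemical reduction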
S1P3 antagonist = antagonists of human S1P3 receptor | Q99500 | CHO S1P3 NFAT-BLA reporter, FRET fluorescence, antagonist mode | hit rate 0.27% among 170,000 | AID 485 | inhibition, % at 4.98 µM;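 active = inhibition above the plate cutoff, the mean inhibition of test wells on that plate plus 3 SD, cut at about 28% in these data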;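 also: cells challenged with S1P at its EC80 of 0.8 µM; blue over green emission ratio from cleaved BLA substrate after 4 h stimulation; 0% = S1P-stimulated wells and 100% = unstimulated DMSO-only wells; some compounds past the cut are filed as inactive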
ROMK primary = modulators of human ROMK potassium channel; hit rate 2% among 130,000; AID 1918; P48048; B-score at 10 µM; Tet-inducible ROMK, thallium flux fluorescence; actives lie on both sides;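 active = signal ratio slope over the read window, or its plate-corrected B-score, at least 3 SD from the plate mean, either direction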;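 also: B-score of the F/F0 ratio slope over 7 to 12 s after thallium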
Target sequence (P48048 whole entry, looked up): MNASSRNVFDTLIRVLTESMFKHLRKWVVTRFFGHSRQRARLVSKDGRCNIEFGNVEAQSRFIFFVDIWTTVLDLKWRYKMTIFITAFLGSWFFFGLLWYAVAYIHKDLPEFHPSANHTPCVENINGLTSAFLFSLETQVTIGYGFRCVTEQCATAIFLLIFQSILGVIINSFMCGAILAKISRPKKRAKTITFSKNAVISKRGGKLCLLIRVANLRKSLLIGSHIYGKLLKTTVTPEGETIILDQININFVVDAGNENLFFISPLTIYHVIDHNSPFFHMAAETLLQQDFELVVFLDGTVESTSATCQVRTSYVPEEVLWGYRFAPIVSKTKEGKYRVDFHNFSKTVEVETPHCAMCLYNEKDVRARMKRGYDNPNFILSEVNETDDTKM
The depositor's hits bear a star; nt = no result given.

Second line of a record – G6PDH CS	PPARg SRC1 recr	PPARg SRC3 recr	Diaph inh CS	PMI activator	TR-FRET SRC-2 ct	PMI act satM6P	PPARg SRC2 recr	Diaph act CS	S1P3 antagonist	ROMK primary
Cc1cc(NC(=O)CSc2nc3ccccc3c(=O)n2CCCC(=O)NCc2ccco2)n[nH]1
→ 0	4	9	3	1.1	1570	1.1	9	1	nt	nt
COc1ccc(C(=O)Nc2ccc(N3CCN(c4ccc(OC)cc4)CC3)c(C#N)c2)cc1
→ 6	2	-2	8	0.9	1469	0.9	0	0.9	10	nt
Cc1ccc(O)c(-c2cc(C(=O)NCc3ccc4c(c3)OCO4)[nH]n2)c1
→ 4	2	-2	-4	1	1688	1.1	-13	1	-3	0.9
CCC(Cc1ccccc1)n1c(=S)[nH]c2ccccc2c1=O (centres undefined)
→ 3	9	6	13	0.9	1593	0.9	4	0.9	4	-0.24
CN(NC(=O)COc1ccccc1)c1ccccc1
→ 11	3	-6	3	1	1446	1	-3	1	-1	nt
CCN(C(=O)COC(=O)c1cc(-c2ccccc2)nc2c1c(C)nn2-c1ccccc1)C1CCS(=O)(=O)C1 (centres undefined)
→ -17	-4	5	16	0.9	1789	0.9	13	0.8	-3	0.075
O=C(NCc1ccccn1)c1cccs1
→ -17	2	3	12	0.9	1584	1	-2	0.9	4	nt
Cc1cccc2cc(/C=N/NC(=O)c3ccccc3O)c(Cl)nc12
→ 9	11	0	16	0.8	1640	0.9	3	0.8	-27	nt
CC(=O)/C(=C(/O)c1ccccc1)c1nc2ccccc2[nH]1
→ -1	7	-2	10	1	1572	0.9	5	0.9	-8	0.037
CCN(CC)C(=O)CSc1ncnc2sccc12
→ 2	10	4	0	1.1	1912	1.1	3	1	-6	0.92
CCOc1ccc2nc(NC(=O)C(CC)Sc3nc(C)cc(=O)[nH]3)sc2c1 (centres undefined)
→ 12	-7	-7	9	0.9	1508	1	-1	0.9	21	nt
O=[N+]([O-])c1ccc(O)c(C=Nc2ccc3oc(Cc4ccc(Cl)cc4)nc3c2)c1
→ 35	3	15	43	0.7	1605	0.4	1	0.6	-7	1
Cc1ccc(C)c(N2CCN(c3nc4ccccc4c(=O)n3Cc3ccccc3)CC2)c1
→ 2	-3	-6	27	0.9	1427	0.9	-11	0.7	nt	nt
FCCCOc1ccc(-c2ccnc3ncnn23)cc1
→ 29	16	4	19	0.9	1559	0.9	-4	0.8	-13	0.56
CCOC(=O)c1ccc(NC(=O)COc2ccccc2CNCCO)cc1
→ -4	-3	-1	-4	1	1603	1	-1	1	-7	-1.6
O=C(NN1CCN(Cc2ccccc2Cl)CC1)c1ccc(Br)cc1
→ 5	3	-5	8	1.1	1665	0.9	-2	0.9	9	-0.3
CC1CCCCC1NC(=O)c1cc2ccccc2o1 (centres undefined)
→ 4	-3	-1	4	1	1358	1	-9	1	5	-0.76
CCOC(=O)c1c(N)c(C#N)c2n1CCCCC2
→ 3	-5	8	14	0.9	1540	0.9	14	0.9	5	0.059
COc1ccc(C(=O)/C(=C/c2cccs2)c2nc3ccccc3o2)cc1
→ 13	3	-2	18	0.9	1535	0.9	8	0.8	nt	-0.64
O=[N+]([O-])c1cccc(Cl)c1NCCNc1ncc(C(F)(F)F)cc1Cl
→ 4	-1	-8	14	0.8	1528	0.9	1	0.9	nt	nt

A different layout for some results above.
SMILES,G6PDH CS,PPARg SRC1 recr,PPARg SRC3 recr,Diaph inh CS,PMI activator,TR-FRET SRC-2 ct,PMI act satM6P,PPARg SRC2 recr,Diaph act CS,S1P3 antagonist,ROMK primary
COc1ccc(C(=O)/C(=C/c2cccs2)c2nc3ccccc3o2)cc1,13,3,-2,18,0.9,1535,0.9,8,0.8,nt,-0.64
CCN(C(=O)COC(=O)c1cc(-c2ccccc2)nc2c1c(C)nn2-c1ccccc1)C1CCS(=O)(=O)C1 (centres undefined),-17,-4,5,16,0.9,1789,0.9,13,0.8,-3,0.075
CCOC(=O)c1ccc(NC(=O)COc2ccccc2CNCCO)cc1,-4,-3,-1,-4,1,1603,1,-1,1,-7,-1.6

(cont.)
Second line of a record – G6PDH CS	PPARg SRC1 recr	PPARg SRC3 recr	Diaph inh CS	PMI activator	TR-FRET SRC-2 ct	PMI act satM6P	PPARg SRC2 recr	Diaph act CS	S1P3 antagonist	ROMK primary
O=C(CCN1CCC(c2ccccc2)C1)c1ccccc1 (centres undefined)
→ 10	1	16	-8	0.9	1532	0.9	6	1.1	nt	nt
CNC(=O)CC12CC3CC(CC(C3)C1)C2
→ 5	-1	1	10	0.9	1471	0.9	5	0.9	nt	0.55
O=S1(=O)CCC(NC(=S)N2CCCCCC2)C1 (centres undefined)
→ -3	1	-3	4	0.9	1474	1	1	1	-5	nt
Cc1cc(NC(=O)CSc2nnc(-c3cccnc3)n2Cc2ccccc2)no1
→ 2	2	1	6	1	1409	1	-10	0.9	-11	-0.65
Cc1cccc(C2Nc3ccccc3C(=O)N2c2ccc(F)cc2)n1 (centres undefined)
→ -3	-1	14	2	1	1610	1	6	1	nt	0.18
CCOC(=O)c1c(-c2ccncc2)csc1N
→ 2	5	3	26	0.8	1525	0.8	9	0.7	-29	nt
CCOc1ccc(CN(C)CC(=O)Nc2cc(C)c(C)cc2[N+](=O)[O-])cc1
→ 2	5	6	2	1	1611	1	12	1	-11	-0.36
OC12CCCCC1C(c1ccc3c(c1)OCO3)N(Cc1ccc(F)cc1)CC2 (centres undefined)
→ 2	0	-7	4	1	1499	1	3	1	16	nt
CCc1ccc(OCCOCC(O)CN(CCO)CCO)cc1 (centres undefined)
→ 4	6	0	6	1	1568	1.1	7	0.9	7	0.25
CS(=O)(=O)N1CCN(c2ccc([N+](=O)[O-])c(NCc3cccnc3)c2)CC1
→ 1	12	5	-9	1	1480	0.9	-1	1.1	-13	-0.046
CN1CC2(C)CN(C(c3ccccc3)c3ccccc3)CC(C)(C1)C2O (centres undefined)
→ 7	-1	5	14	1	1696	1	7	0.9	nt	nt
COc1cccc(-n2nc3c(=S)[nH]nc(C)c3c2C)c1
→ 1	11	10	9	1.3	1672	1.4	8	0.9	nt	nt
Cc1nonc1CN(C)C(=O)c1ccc(OC2CCN(Cc3ccccn3)CC2)cc1
→ 8	-2	-4	28	0.9	1574	0.9	5	0.7	-26	-0.52
CC(=O)/C(=N/Nc1ccccc1C)N1CCOCC1
→ -4	4	-4	16	1.5	1511	2.4*	5	0.8	nt	nt
O=C(COc1ccc(/C=N/NS(=O)(=O)c2ccccc2)cc1)N1CCOCC1
→ 5	-7	4	-6	1.6	1512	1.5	-3	1.1	-2	nt
CC(Sc1ncc(C(F)(F)F)cc1Cl)C(=O)NC(N)=O (centres undefined)
→ 8	0	-5	12	1	1707	0.9	1	0.9	-11	0.28
CCn1c(C(=O)N2CCC(C(=O)N3CCN(c4ccccn4)CC3)CC2)cc2sccc21
→ -20	0	5	10	1	1603	1	12	0.9	-13	nt
COc1ccccc1C(OC(=O)c1cccs1)C(=O)NCc1ccco1 (centres undefined)
→ 3	8	10	24	1	1763	1	-2	0.8	10	0.028
N#C/C(=C(/O)c1cccs1)c1nnc2n1CCCCC2
→ 0	4	-2	0	1	1564	1	-2	1	10	0.28
CCOC(=O)c1c(-c2ccccc2)nc2ccccn12
→ 12	-1	1	13	0.9	1556	0.9	3	0.9	nt	nt
CCN1CCCC1CNC(=O)c1cc2c(-c3cccc(OC)c3)nn(C)c2s1 (centres undefined)
→ -54	-13	-3	-3	0.9	1755	0.9	-2	1	-5	-2.2
COc1cccc(/C=C/c2ccc3ccccc3n2)c1OC(C)=O
→ -2	14	7	11	0.8	1750	0.9	12	0.9	-16	0.64
O=C(NCc1ccccc1)C1=C[C@@H](c2csc3ccccc23)C[C@@H](OCc2ccc(CO)cc2)O1
→ 12	8	-4	40	0.7	1611	0.6	6	0.6	-11	nt
CC1(C)Cc2ccccc2-c2nnnn21
→ 8	9	12	4	0.9	1566	0.9	12	1	4	-0.11
Cc1oc2ccccc2c1-c1cn2c(n1)SCC2
→ 0	-3	4	9	1	1304	1	0	0.9	-29	nt
O=C(Cn1nnc(-c2ccccc2Cl)n1)N/N=C/c1ccc2c(c1)OCO2
→ 7	4	-12	12	0.9	1464	0.9	3	0.9	nt	nt
O=C(Nc1cccc(CCc2ccccn2)c1)c1ccc(Cl)cc1
→ 0	-2	-2	1	1	1410	1	2	1	6	0.44
Fc1ccccc1NC(=S)NN(Cc1ccccc1)c1ccccc1
→ 1	-4	9	15	0.9	1404	0.9	-2	0.9	nt	-1.3
O=C(C1=C[C@H](c2ccc3c(c2)OCO3)C[C@H](OCCCCO)O1)N1CCN(Cc2ccc3c(c2)OCO3)CC1
→ 0	-5	3	7	0.9	1652	0.9	0	0.9	-12	nt
COc1ccccc1NC(=O)CCN1CC(C)OC(C)C1 (centres undefined)
→ 8	6	12	-9	1.2	1534	1.2	9	1.1	nt	nt
O=C(CCC1CCCCC1)Nc1ncn[nH]1
→ -13	-6	3	4	1	1523	1	-9	1	-44	nt
CCCCC(=O)OCCNC(=O)c1cc2ccccc2oc1=O
→ -1	4	2	1	1	1352	1	9	1	-11	0.69
O=c1c2ccccc2nnn1Cc1ccc(Br)cc1
→ 16	-4	-7	-12	1	1452	1	-8	1.1	3	-0.53
CCSc1ccccc1C(=O)N1CCN(c2ccc([N+](=O)[O-])cc2)CC1
→ 6	6	2	11	1	1464	0.9	-4	0.9	8	0.35
CCC(C)(C)NC(=O)c1ccccc1Oc1ccccc1
→ 8	2	2	-13	1.1	1757	1.1	6	1.1	10	0.016
CCOc1cc(NC(=S)NCCCOC)c(OCC)cc1NC(=O)c1cccs1
→ -7	-5	-3	10	0.8	1543	0.7	1	0.9	3	0.59
COC(=O)c1cc2ccsc2n1CC(=O)N(C)c1ccccc1
→ 0	0	9	11	0.9	1435	0.9	3	0.9	2	0.2
CC(C)Cn1c(SCC(=O)N2CCN(S(=O)(=O)c3ccccc3)CC2)nc2ccccc21
→ 6	4	-1	25	0.9	1445	0.9	7	0.8	31	nt
COc1ccc(Cl)cc1C(=O)Nc1nc2ccc(S(C)(=O)=O)cc2s1
→ 3	3	2	6	1	1565	1	-2	0.9	-16	-0.65
COc1ccc(-c2oc(NC(=O)CSc3ncn[nH]3)c(C#N)c2-c2ccc(OC)cc2)cc1
→ 2	4	17	21	0.8	1436	0.8	-5	0.8	nt	nt
Cc1ccc(CC(=O)Nc2ccccc2N2CCOCC2)cc1C
→ 3	-2	4	4	1	1577	1.2	7	1	nt	0.024
